# INS promoter inh = TRM-6 insulin promoter activity inhibition | AID 1273 | actives 0.9% (n = 130,000) | inhibition, % at 2 µM | TRM-6 cells (human fetal islet line), insulin promoter-eGFP reporter, imaging; reporter expression induced with tamoxifen;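 active means inhibition above the mean plus 3 SD, with well images judged a real hit on visual review, cut at about 60% in these data, passing the limit was not always enough; inconclusive means inhibition over the cutoff but images rejected on review; inactive means inhibition not above the cutoff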
# SDO1 yeast rescue = sdo1-depleted yeast growth rescue | AID 817 | S. cerevisiae sdo1-depleted JHY4D growth rescue, OD600 30 h; stronger effect = higher value; pdr5 snq2 efflux-pump mutant strain | actives 0.21% (n = 140,000) | z-score at 10 µM;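 active means z-score above 3 at both the 24 hr and the 30 hr optical density reads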;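 further: z-score against mean and SD of all compound wells on the same plate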
# SDO1 yeast rescue Rescue 24 h = also measured in SDO1 yeast rescue; calls as there; z-score; S. cerevisiae sdo1-depleted JHY4D growth rescue, OD600; measured here: growth rescue at 24 h;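 0 is the plate mean of compound wells and units are plate SD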
# Active calls of the source: *; i = inactive; u = inconclusive; x = no result given.
SMILES,INS promoter inh,SDO1 yeast rescue,SDO1 yeast rescue Rescue 24 h
O=C(NCc1ccccc1F)c1cccs1,-393.8,0.57,-0.18
CCc1nnc(NC(=O)CCC(=O)NCC2CCCO2)s1 (configuration not stated),x,1.63,1.43
O=C1c2[nH]nc(-c3ccccc3O)c2C(c2cccc(Cl)c2)N1CC1CCCO1 (configuration not stated),x,-0.79,-0.82
COc1ccccc1N1CCN(Cc2cc(Br)c(O)c3ncccc23)CC1,x,0.18,0.29
O=C(NN1C(=O)c2ccccc2NC1c1cccnc1)c1ccccc1 (configuration not stated),-92.9,x,x
CCOC(=O)C1=C(C)NC(SC(C)=O)=NC1c1ccc(OC(C)=O)c(OC)c1 (configuration not stated),17.9,1.6,0.74
CN(C)C(=O)Cn1c(SCC(=O)NC2CCCCC2)nc2ccccc21,5.4,-0.41,-0.29
CCOc1ccccc1N1CCN(CC(=O)NC(=O)NCc2ccco2)CC1,-108.3,x,x
O=c1[nH]cnc2c1C1(CCCC1)Cc1ccccc1-2,25.0,-1.71,-1.54
N#Cc1ccc(C(=O)NCC(c2ccco2)N2CCCCC2)cc1 (configuration not stated),46.1,0.46,0.98
C/C(O)=C(/C=Nc1ccccc1)C(=O)Nc1ccccc1,-27.8,x,x
Cc1cc(C=O)c(C)n1-c1cc(C(=O)O)cc(C(=O)O)c1,15.0,x,x
O=C(COC(=O)Cc1ccc(Cl)cc1)Nc1c(F)cccc1F,-36.4,x,x
COCCn1c(C)cc(C(=O)CSc2nnc(C)s2)c1C,-15.8,-0.18,-0.73
O=S(=O)(NC1=NCCC1)c1cccc(NC(=S)NCCc2ccccc2)c1,6.7,-0.24,0.09
COc1nc(OC)nc(N2CCC(C(=O)NCc3ccc(F)cc3)CC2)n1,-100.0,2.38,2.08
CCc1ccc(NC(=O)CSc2nc3cc(C(=O)OC)ccc3c(=O)n2Cc2ccco2)cc1,x,-1.14,-0.56
CCn1c(SCC(=O)NCc2ccco2)nnc1-c1ccc(N)cc1,-28.6,4.51,-0.11
O=C(O)COn1c(-c2ccccc2)nc2ccc([N+](=O)[O-])cc21,-11.8,x,x
C/C(=N\NC(=O)c1ccc2c(c1)OCO2)c1ccco1,38.1,x,x
CC1=C(C(=O)OC(C)C)C(c2cccnc2)C2=C(CCCC2=O)N1 (configuration not stated),-72.7,0.12,0.06
COc1ccc(CC(=O)OCc2nnc(C3COc4ccccc4O3)o2)cc1OC (configuration not stated),18.9,1.06,1.51
O=C(NCc1ccncc1)C1CCCCC1,42.9,0.17,-0.23
CCOC(=O)c1ccc(N=Nc2c(C)c(C#N)c(O)[nH]c2=O)cc1,0.0,x,x
O=C(NCc1nnc(SCC(=O)N2CCOCC2)o1)c1cccs1,20.0,x,x

# Fetched by compound from the entries so far:
SMILES,INS promoter inh,SDO1 yeast rescue,SDO1 yeast rescue Rescue 24 h
COc1nc(OC)nc(N2CCC(C(=O)NCc3ccc(F)cc3)CC2)n1,-100.0,2.38,2.08
O=C(NCc1ccncc1)C1CCCCC1,42.9,0.17,-0.23
CCn1c(SCC(=O)NCc2ccco2)nnc1-c1ccc(N)cc1,-28.6,4.51,-0.11

# Carrying on.
SMILES,INS promoter inh,SDO1 yeast rescue,SDO1 yeast rescue Rescue 24 h
Cc1oc2c(c1C(=O)c1ccccc1)C(=O)C(=O)c1ccccc1-2,-68.6,-1.92,-1.29
O=S(=O)(NCCC1=CCCCC1)c1cccc(S(=O)(=O)N2CCOCC2)c1,23.1,-0.38,-0.76
O=C(COc1ccc2ccccc2c1)N1CCN(C(=O)c2cccnc2)CC1,27.0,0.88,0.53
CCOC(=O)C1=C(C)Nc2ccc(C)cc2S1,-71.4,-0.18,0.15
Cc1cc(NC(=O)CCCSc2nc(-c3ccco3)cc(C(F)(F)F)n2)n(-c2ccccc2)n1,-81.2,-1.24,-0.84
N#CN=C1CCCCCN1CC(N)=O,24.2,-0.24,-0.14
Cc1cc(C)cc(NS(=O)(=O)c2ccc3[nH]c(=O)[nH]c3c2)c1,14.3,1.64,0.58
CC(C)CNC(=O)c1cc(-c2ccco2)on1,-6.2,0.51,-0.23
COC(=O)Cn1cc(C(=O)OC)cc(Br)c1=O,x,0.64,-0.27
O=P(O)(c1ccccc1)c1ccccc1O,18.2,1.11,1.54
N/C(=N\OC(=O)CCCOc1ccccc1)c1ccncc1,-9.5,x,x
O=C(Nc1ccccc1Sc1ccccc1)c1ccccc1F,-29.6,x,x
c1ccc(-c2nc(NCc3cccnc3)c3ccccc3n2)cc1,x,-1.24,-0.83
CC1=C/C(=N\NC(=O)c2ccccc2)CC1,35.7,-0.44,-1.5
COc1ccc(-n2c(Cc3cccn3C)nnc2SCC(=O)Nc2nc(C)cs2)cc1,x,0.09,0.26
COc1ccc(CC(=O)N2CC(=O)N(CCc3ccccc3)C(=O)C2)cc1,-35.7,-0.28,-0.67
O=C(CN1CCCCCC1)N1c2ccccc2Sc2ccc(C(F)(F)F)cc21,-152.9,-0.3,0.12
CCOC(=O)C1=C(O)/C(=C\c2ccc(CNC(=O)C(=O)Nc3ccc(C)c(C)c3)o2)N=C1C,27.8,-0.17,0
CC1(C)NC(=O)N(CCOCCSc2ccccc2)C1=O,-81.8,-0.17,-0.81
Cc1sc(NC(=O)Cn2nc(C(F)(F)F)cc2C)c(C(=O)OC(C)C)c1C,29.7,-0.53,-0.59
Cc1cc(=O)[nH]c(SCC(N)=O)c1C#N,x,0.01,-0.06
CC(=O)N1c2ccccc2N(Cc2ccc(C)cc2C)C(=O)C1(C)C,x,-0.65,-0.78
CCOc1ccc(-n2c(SCC)nc3c(c2=O)SCC3)cc1,0.0,-1.4,-0.83
COc1ccc(CCNC(=O)CS(=O)Cc2nc(-c3cccs3)oc2C)cc1OC (configuration not stated),30.8,1.54,1.14
CCOC(=O)Nc1ccc2c(c1)N(C(=O)CN(CC)CC)c1ccccc1C=C2,13.2,0.65,0.6
SMILES,INS promoter inh,SDO1 yeast rescue,SDO1 yeast rescue Rescue 24 h
COc1cc(-c2nnc(CSc3nnc(N)s3)o2)cc(OC)c1OC,9.4,0.32,-0.79
Cc1noc(C)c1COC(=O)c1ccc(S(=O)(=O)NCc2ccco2)cc1,x,-0.19,2.08
CCCCn1c(SCC(=O)N(CC)C2CCS(=O)(=O)C2)nnc1C(CC)N(C)C (configuration not stated),15.4,0.33,-0.71
Cc1ccc2cccc(OCC(=O)N3CCc4ccccc43)c2n1,35.7,x,x
Cc1c(N(C)C(=O)C2CCCN2S(=O)(=O)c2ccccc2)c(=O)n(-c2ccccc2)n1C (configuration not stated),-8.6,0.64,0.82
CC1(C)CC(=O)c2sc(N)nc2C1,62.5,0.58,-0.47
Cc1ccc(S(=O)(=O)NCC(=O)NCC(=O)OCC(=O)N2CC(=O)Nc3ccccc32)cc1C,66.7,x,x
O=C(Nc1cccc2ncccc12)c1ccc2c(c1)OCCO2,-203.4,0.81,0.45
Cc1ccc(OCC(O)Cn2c3ccccc3c3ccccc32)cc1 (configuration not stated),3.3,-1.22,-1.76
O=C(Nc1ccc(O)cc1C(=O)O)c1ccc2c(c1)C(=O)N(Cc1ccco1)C2=O,37.5,1.54,1.56
CC(C)CC(=O)Nc1cccc(NC(=O)c2ccccc2Cl)c1,-3.7,0.29,-0.09
Cc1cccc(N(C(=O)CNC(=O)c2ccco2)C(C(=O)NC2CCCC2)c2ccncc2)c1 (configuration not stated),-237.5,-0.21,-0.57
COc1ccc(C(C(=O)NC2CCCCC2)N(C(=O)Cc2c[nH]c3ccccc23)c2ccccc2)cc1OC (configuration not stated),19.4,0.75,0.45
N=c1n(Cc2ccc(Cl)cc2)c2ccccc2n1CC(O)c1ccco1 (configuration not stated),-50.0,0.8,0.58
Oc1ccc(CN2CCC(Cc3ccccc3)CC2)c2cccnc12,-78.6,x,x
CCn1cc(C(=O)NCC2CCCO2)c(=O)c2cc(S(=O)(=O)N(C)C3CCCCC3)ccc21 (configuration not stated),x,0.09,-0.63
CCOC(=O)C1CCCn2c1nc1sc3c(c1c2=O)CCCC3 (configuration not stated),39.5,-0.38,-0.52
COc1ccccc1-n1cnnc1SCC(=O)c1ccc[nH]1,36.4,0.21,-0.53
Cc1nn(-c2ccc(F)cc2)c(Cl)c1/C=C(\CCC(=O)O)c1nc2ccccc2s1,-16.3,-0.84,-0.97
CCS(=O)(=O)N1N=C(c2ccc(NS(C)(=O)=O)cc2)CC1c1ccccc1 (configuration not stated),x,0.65,0.71
CC(=O)c1ccc(N2Cc3ccccc3/C2=N\C(=O)Nc2ccc(Cl)cc2)cc1,18.2,-1.24,-0.01
Cc1c(CNC2CCCC2)c(C(=O)O)c(C)n1Cc1ccccc1,-20.0,0.23,0.3
CC(C)c1cc(=O)n2[nH]c(N)nc2n1,-33.3,x,x
CC(c1ccccc1)N1C(=O)c2ccccc2C1O (configuration not stated),x,0.82,0.95
Cc1ccnc(NC(=O)CN2C(=O)c3ccccc3C2=O)c1,-6.2,x,x

# Reprinted from above for reference:
SMILES,INS promoter inh,SDO1 yeast rescue,SDO1 yeast rescue Rescue 24 h
CC(c1ccccc1)N1C(=O)c2ccccc2C1O (configuration not stated),x,0.82,0.95
Cc1ccnc(NC(=O)CN2C(=O)c3ccccc3C2=O)c1,-6.2,x,x

# (list continues)
SMILES,INS promoter inh,SDO1 yeast rescue,SDO1 yeast rescue Rescue 24 h
CCCn1c(C(Cc2ccccc2)NC(=O)COC)nc2ccccc21 (configuration not stated),x,0.18,0.18
CC1=C(C(=O)OC(C)C)C(c2coc3ccccc3c2=O)C2=C(CCCC2=O)N1 (configuration not stated),-4.2,-0.82,-1.31
Cc1c(Cl)cccc1NC(=O)CCCn1nc([N+](=O)[O-])cc1C,9.1,x,x
CS(=O)(=O)N(CC(=O)Nc1ccccc1C(=O)NCc1ccccc1)c1ccc2c(c1)OCCO2,x,-0.08,-0.89
O/N=C/c1cn(-c2ccc(Cl)cc2)nn1,-22.2,x,x
COc1cc(C=O)ccc1OCC(=O)N1CCOCC1,-14.3,1.21,1.21
CN(C)CCOC(c1ccc(Cl)cc1)c1ccccn1 (configuration not stated),46.7,x,x
Cc1ccc(C)c(N(CC(=O)NCCSCc2ccco2)S(C)(=O)=O)c1,-81.8,-0.31,0.01
CS(=O)(=O)N(CC(=O)NCC1CCCO1)Cc1ccc(Cl)cc1 (configuration not stated),26.7,0.99,1.4
COc1ccc2nc(SCC(=O)/C(C#N)=C(\C)N)[nH]c2c1,-11.8,0.33,-0.51
COc1ccc2oc(=O)c(C(=O)NCc3ccccn3)cc2c1,-50.0,0.76,0.46
COCC(=O)Nc1cc(Cl)ccc1C,8.3,x,x
Cn1c(=O)cc(SCC(=O)NCCC2=CCCCC2)c2cc(Cl)ccc21,x,-0.48,-0.91
COC(=O)Cc1ccc(NC(=S)N2CCN(c3cccc(O)c3)CC2)cc1,26.5,0.35,0.13
COc1ccc(CN(C(=O)CN2C(=O)C(C)Oc3ccccc32)C2CCCC2)c(OC)c1 (configuration not stated),-100.0,-0.05,-0.01
CCN(CC)S(=O)(=O)c1ccc(/C=C/C(=O)Nc2ccc(F)cc2F)cc1,x,-0.63,-0.92
CCOC(=O)Cc1ccc(NS(=O)(=O)c2ccc(SC)cc2)cc1,-62.5,-0.52,-0.26
COc1ccc(-n2nnnc2/C=C\Nc2ccccc2C(=O)c2ccccc2)cc1,-70.0,-0.46,-0.57
Cn1c(=O)c2c(ncn2CC(=O)N2CCN(c3ccccc3)CC2)n(C)c1=O,x,0.68,0.39
O=C(NCC1CCCCC1)c1cccc(S(=O)(=O)NCc2cccnc2)c1,-44.4,x,x
CNC(=O)CC1C(=O)N(C)C(=S)N1NC(=O)c1ccc(Cl)cc1 (configuration not stated),35.7,0.6,0.8
N/C(=N\OS(=O)(=O)c1ccc(Cl)cc1)c1ccncc1,-14.3,0.11,0.36
CCCn1c(=N)n(CC(O)c2ccco2)c2ccccc21 (configuration not stated),7.1,0.61,0.04
CCCCNC(=O)CCCn1c(=O)c2ccccc2n(CC(=O)NCCC2=CCCCC2)c1=O,-15.8,0.34,-0.09
C=CCN(C(=O)CNC(=O)c1ccco1)C(C(=O)NC1CCCCC1)c1ccc(F)cc1 (configuration not stated),-3.2,-0.55,-1.15

# Full records from above. Order of values: INS promoter inh, SDO1 yeast rescue, SDO1 yeast rescue Rescue 24 h
# `Cc1ccc(C)c(N(CC(=O)NCCSCc2ccco2)S(C)(=O)=O)c1` in the list: -81.8, -0.31, 0.01
# `CS(=O)(=O)N(CC(=O)NCC1CCCO1)Cc1ccc(Cl)cc1` (configuration not stated) in the list: 26.7, 0.99, 1.4
# `O/N=C/c1cn(-c2ccc(Cl)cc2)nn1` in the list: -22.2, x, x
# `COc1ccc(-n2nnnc2/C=C\Nc2ccccc2C(=O)c2ccccc2)cc1` in the list: -70.0, -0.46, -0.57
# `COc1ccc2nc(SCC(=O)/C(C#N)=C(\C)N)[nH]c2c1` in the list: -11.8, 0.33, -0.51

# (list continues)
SMILES,INS promoter inh,SDO1 yeast rescue,SDO1 yeast rescue Rescue 24 h
CC(=O)N1CCN(c2ccc([N+](=O)[O-])cc2C#N)CC1,-16.7,x,x
CC(Sc1nc2cc([N+](=O)[O-])ccc2n1-c1ccc(F)cc1)C(=O)NCc1ccc2c(c1)OCO2 (configuration not stated),-60.0,-1.07,-1.41
CCOC(=O)CSC1=C(C#N)C(c2ccc(C)o2)CC(=O)N1 (configuration not stated),i,-0.59,-0.76
CSCCC(C(=O)N1CC2(C)CC1CC(C)(C)C2)N1C(=O)c2ccccc2C1=O (configuration not stated),50.0,1.08,-0.41
O=C(Cn1cnc2c(cnn2-c2ccc(F)cc2)c1=O)N1CCN(c2ccccc2)CC1,u,-0.63,-0.88
CCN(C(=O)CSc1ncccc1C(=O)Oc1cccc([N+](=O)[O-])c1)c1cccc(C)c1,-10.0,-0.71,-0.44
CC(C)CC(=O)NC(=S)Nc1ccccc1F,31.0,-0.28,-0.05
Nc1cc(-c2ccc(Cl)cc2)nn1S(=O)(=O)c1cccc2nsnc12,x,-2.47,-1.99
